Ba/F3 V617F tox: reduce viability of Ba/F3 cells dependent on JAK2V617F; inhibition, % at 5.6 µM; Ba/F3 EpoR-JAK2V617F viability, ATP luminescence; hit rate 1.1% among 220,000; AID 1446;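 active means inhibition above the campaign mean plus 3 SD over all tested compounds, cut at about 24% in these data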;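 further: cytokine-independent growth of Ba/F3 cells driven by EpoR plus mutant JAK2; 0% = DMSO-treated cells and 100% = JAK inhibitor I control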
NPY-Y2 PAM-ag: human NPY-Y2 potentiation or agonism, primary screen. cells expressing NPY-Y2, potentiator/agonist read-out. activation, % at 3.6 µM. hit rate 0.45% among 220,000. AID 1359; in the data active means activation above about 27%;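 further: cells stimulated with NPY near EC25 plus isoproterenol at EC100; 0% = vehicle plus submaximal agonist and 100% = vehicle plus saturating agonist; some results beyond the cut were filed as inactive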
Wee1 degr inh: inhibitors of human Wee1 degradation; P30291; HeLa Luc-Wee1K328M stability, luciferase luminescence; 100% = proteasome inhibitor MG132 effect; reporter increase, % at 5 µM; hit rate 1.2% among 220,000; AID 1321;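 active means activation above the mean of all tested compounds plus 3 SD, set per screening run, cut at about 8.8% in these data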;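 further: cells exposed to compound for 20 h before luminescence read; 0% = DMSO alone and 100% = MG132 at 30 µM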
Target sequence (P30291 whole entry K328M): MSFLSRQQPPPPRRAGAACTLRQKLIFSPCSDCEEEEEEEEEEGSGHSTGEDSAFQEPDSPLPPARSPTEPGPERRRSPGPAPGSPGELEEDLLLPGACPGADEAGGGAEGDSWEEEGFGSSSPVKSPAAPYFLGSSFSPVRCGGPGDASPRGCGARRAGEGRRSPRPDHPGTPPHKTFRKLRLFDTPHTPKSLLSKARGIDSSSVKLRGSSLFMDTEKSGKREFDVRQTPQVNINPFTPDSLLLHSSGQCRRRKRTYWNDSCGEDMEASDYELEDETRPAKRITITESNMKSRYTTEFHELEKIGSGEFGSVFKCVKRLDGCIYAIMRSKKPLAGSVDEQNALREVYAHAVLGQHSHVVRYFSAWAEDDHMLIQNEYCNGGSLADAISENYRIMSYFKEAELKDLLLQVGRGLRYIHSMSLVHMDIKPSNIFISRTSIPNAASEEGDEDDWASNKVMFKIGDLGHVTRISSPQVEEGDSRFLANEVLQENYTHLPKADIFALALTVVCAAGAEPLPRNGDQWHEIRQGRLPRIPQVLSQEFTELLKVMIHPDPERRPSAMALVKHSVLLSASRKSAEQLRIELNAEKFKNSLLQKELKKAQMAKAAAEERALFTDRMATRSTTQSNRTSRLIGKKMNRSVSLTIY
PERK inhibitor: inhibitors of human PERK kinase; AID 1416; CHO PERK-DD fusion, SEAP luminescence translation reporter; hit rate 0.17% among 220,000; inhibition, % at 5.6 µM;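 active means inhibition above the mean inhibition of all tested compounds plus 3 SD, set separately per screening campaign, cut at about 2.9% in these data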;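 further: PERK kinase domain activated by AP20187 dimerizer at 100 nM; 0% = DMSO with dimerizer and 100% = rapamycin at 8.4 µM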
S1P4 antag: antagonists of human S1P4 receptor; O95977; S1P4-expressing cells, antagonist mode, reporter read-out; inhibition, % at 4.98 µM; hit rate 0.26% among 220,000; in the data active means inhibition above about 29%;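 further: 0% = wells stimulated with agonist and 100% = vehicle wells without agonist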
Target sequence (O95977 whole entry, looked up): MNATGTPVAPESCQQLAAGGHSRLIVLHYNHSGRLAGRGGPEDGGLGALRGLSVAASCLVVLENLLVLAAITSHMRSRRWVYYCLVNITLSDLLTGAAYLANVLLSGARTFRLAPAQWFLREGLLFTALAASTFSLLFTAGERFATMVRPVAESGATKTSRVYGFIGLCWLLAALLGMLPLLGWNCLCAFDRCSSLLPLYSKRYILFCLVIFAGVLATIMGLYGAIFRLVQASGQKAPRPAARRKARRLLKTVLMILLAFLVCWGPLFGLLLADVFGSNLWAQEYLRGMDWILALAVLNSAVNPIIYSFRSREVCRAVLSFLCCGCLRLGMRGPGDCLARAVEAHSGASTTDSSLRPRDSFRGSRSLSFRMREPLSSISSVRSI
eIF4E 4G PPI: blocks eIF4E binding to eIF4G. P63073+Q04637. TR-FRET eIF4E-eIF4GI(517-606) binding, 2 h. inhibition, % at 21.7 µM. hit rate 0.37% among 220,000;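 active means inhibition above about 30%, limit read from the data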;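 further: 0% = full FRET control wells and 100% = background wells lacking eIF4GI fragment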
BaF3 tox: parental Ba/F3 viability inhibition as JAK2V617F counter-screen. hit rate 1.1% among 220,000. inhibition, % at 5.6 µM. CellTiter-Glo ATP luminescence;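 active means inhibition above a per-campaign cutoff, the mean inhibition of all tested compounds plus 3 SD, cut at about 27% in these data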;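 further: 0% = DMSO wells and 100% = JAK Inhibitor I control wells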
Mdm2 ligase inh: Mdm2 E3 ligase (human) inhibition; signal enhancement, % at 5 µM; Q00987; hit rate 0.11% among 210,000; cell-based MDM2 ubiquitination luciferase reporter, 2 h; 0 = plate control, 100 = twice control, blank-subtracted;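 active means signal enhancement of 30% or more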;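 further: luminescence tracks abundance of the self-degrading MDM2-luciferase fusion protein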
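system = mammalian cells stably expressing self-ubiquitinating, self-degrading MDM2 E3–luciferase fusion | quantity = 2000 cells per well seeded | incubation = 4 h cell settling then 2 h compound exposure, 37 °C | signal = SteadyLite luminescence, 15 min reagent step | benchmarks = plate control and blank wells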
S1P4 agonist: human S1P4 receptor agonism | O95977 | S1P4-expressing cell line, agonist reporter assay | activation, % at 4.98 µM | hit rate 0.35% among 220,000 | AID 1509; in the data active means activation above about 11%;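 further: 0% = DMSO vehicle and 100% = reference agonist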
* hit, by the source's call; . = not tested or not shown; [ ] = dose if it differs, or a comment. The order is random, and some 4.1% of all compounds hit somewhere here.

cpd	mol	Ba/F3 V617F tox	NPY-Y2 PAM-ag	Wee1 degr inh	PERK inhibitor	S1P4 antag	eIF4E 4G PPI	BaF3 tox	Mdm2 ligase inh	S1P4 agonist
1	O=C(CN1CCOCC1)Nc1ccccc1NC(=O)C1CCN(c2ncccn2)CC1	4.3	-18.2	-0.4	-0.3	-11.6	-10.2	6.8	-3.2	0.3
2	COC(=O)c1sc(-c2cccs2)cc1NC(=O)/C=C/C(=O)O	-2.7	-14.2	-1.1	-0.3	3.9	1.4	0.9	-8.2	0.2
3	Cc1ccc(-n2c(O)c(C=Nc3ccccc3-c3n[nH]c(=S)[nH]c3=O)c3ccccc3c2=O)c(C)c1	3.6	3.8	0.6	2.1	-14.0	-2.7	8.9	1.2	0.0
4	CCCCn1c(=O)[nH]c(=O)c2c1ncn2Cc1ccco1	-2.2	5.4	-1.6	0.7	2.0	-10.0	6.4	-16.1	-4.1
5	CCCC(=O)Nc1nc2c(c(=O)[nH]1)CCCC2	-1.8	-6.6	-2.7	0.4	5.6	3.1	-1.1	-7.9	0.3
6	O=c1c2ccccc2n(CC(O)CN2CCCCC2)c2ccccc12 (stereo not drawn)	-4.4	-24.7	1.6	-1.9	-24.5	0.9	-0.9	-14.5	7.1
7	O=C(COc1ccc(Br)cc1F)N1CCN(c2ncccn2)CC1	2.3	-23.5	0.2	0.9	-27.9	2.2	7.9	-17.3	-1.7
8	Cc1ccc(NC(=O)c2ccco2)cc1NC(=O)CSc1nnc(-c2cccs2)n1C	-0.1	11.7	-0.9	-1.0	2.0	6.8	2.8	6.3	0.4
9	COc1ccc(/C(N)=N/OC(=O)c2ccc([N+](=O)[O-])c(C)c2)cc1OC	-2.7	1.5	1.4	1.4	0.7	0.7	3.2	-14.2	-0.7
10	Nc1nc2c(F)cccc2s1	-0.1	-6.8	-0.4	1.6	-21.0	1.5	3.3	-3.0	2.5
11	COc1cc2cc(Oc3ccc4ccc(=O)oc4c3)c(=O)oc2cc1OC1OC(COC(=O)CC(C)(O)CC(=O)O)C(O)C(O)C1O (stereo not drawn)	-3.3	6.0	3.4	0.1	7.1	1.9	1.8	.	1.4
12	CCOCCCNS(=O)(=O)c1ccc(-n2cnnn2)c(OC)c1	-0.9	-3.4	0.6	-0.1	-1.3	-3.0[fluorescence artefact?]	2.6	-2.9	-0.7
13	Cc1c(NC(=O)CSc2ccccc2F)c(=O)n(-c2ccccc2)n1C	6.5	-10.2	0.0	0.7	-22.4	-2.7	13.0	-17.3	2.1
14	Cc1ccc(N=Cc2ccc(N(C)C)cc2)cc1	-2.1	1.4	-4.4	0.5	-22.4	3.2[fluorescence artefact?]	0.0	-17.5	0.5
15	CC(C)C[C@H](NC(=O)c1nc[nH]c1C(=O)N1CCN(C(=O)OC(C)(C)C)CC1)C(=O)OCc1ccccc1	-0.6	13.3	-0.3	0.8	5.9	3.7	-8.2	.	-0.4
16	COc1ccc2ccccc2c1C(O)c1nccn1C (stereo not drawn)	59.4*	-18.0	4.4	0.3	-6.7	1.1	38.0*	-9.7	-0.7
17	O=C(Nc1ccc(F)cc1)N1CCC(c2nc3c(nnn3Cc3cccc(Cl)c3)c(=O)[nH]2)CC1	0.7	-10.6	0.4	1.2	-16.7	3.0	8.6	-6.1	-0.8
18	O=C(Cc1ccccc1)NNC1=NS(=O)(=O)c2ccccc21	-1.3	-10.6	-3.1	0.4	-10.8	2.3	-3.0	15.4	3.2
19	CN(C)CCCN(C(=O)c1ccco1)c1nc2c(F)cccc2s1	2.3	25.8	-3.8	0.1	-0.1	7.7	8.8	1.9	1.4
20	Cc1ccc(-n2cnc3ncnc(-c4ccccc4)c32)cc1	6.2	-21.0	-2.5	0.3	-10.5	-6.4	13.3	-11.2	-2.0
21	O=[N+]([O-])c1ccc(C(=S)N2CCCC2)cc1	-2.8	13.7	-3.9	0.8	-29.5	-5.0	0.1	-6.0	0.4
22	Cn1cnnc1SCCOc1ccc(Cl)cc1	-2.9	-13.6	2.6	1.7	-12.5	-1.4	3.6	-0.7	-1.2
23	CNC(=S)NNC(=O)c1cccn(Cc2cccc(Cl)c2)c1=O	-1.4	7.4	-1.4	0.4	-16.7	7.1[fluorescence artefact?]	1.3	0.5	1.7
24	COc1ccc(N2Cc3ccccc3C2=NC(=O)c2cccc([N+](=O)[O-])c2)cc1	-0.2	4.6	-0.8	0.1	-3.2	-2.0[fluorescence artefact?]	5.0	-16.8	-0.7
25	CC(=O)c1cc2c(cc1NS(=O)(=O)c1ccccc1C)OCO2	-1.1	-1.9	0.3	0.7	-4.7	1.9	3.7	2.6	1.5
26	Cc1c(/C=N\NC(=O)C2COc3ccc(C(C)(C)C)cc3O2)c2ccccc2n1C (stereo not drawn)	-1.3	-10.7	0.4	0.4	-8.1	1.5	5.0	-3.6	0.4
27	O=C(c1cc2cc(Br)ccc2oc1=O)N1CCN(c2ccccn2)CC1	-4.9	-2.0	-1.5	0.8	-12.9	2.6	0.0	-9.5	-0.9
28	CCn1c(SCC(=O)Nc2ccc3c(c2)OCCO3)nnc1-c1ccco1	-4.5	-3.8	1.9	-0.2	15.3	1.6	-1.0	-7.0	-0.9
29	CCOc1c2ccc(C(=O)NCCCCc3ccccc3)cc2nn1C	4.0	-8.9	-1.6	-1.0	7.4	10.3	0.9	-12.6	-1.0
30	Cc1cc(C)n(-c2nc3ccccc3n3cnnc23)n1	-5.1	9.8	0.7	1.1	-12.9	-2.8	0.5	-14.6	0.5
31	O=C(COC(=O)Cc1c[nH]c2ccccc12)Nc1ccccc1	-1.2	1.9	-1.2	-0.4	-10.4	5.8	2.9	4.1	0.8
32	O=C(/C=C/N1CCOCC1)c1cc2ccccc2o1	-0.5	-2.8	-0.5	0.9	-5.7	3.0	1.6	-15.3	2.3

Whole records from above.
CCn1c(SCC(=O)Nc2ccc3c(c2)OCCO3)nnc1-c1ccco1 as listed: Ba/F3 V617F tox: -4.5; NPY-Y2 PAM-ag: -3.8; Wee1 degr inh: 1.9; PERK inhibitor: -0.2; S1P4 antag: 15.3; eIF4E 4G PPI: 1.6; BaF3 tox: -1.0; Mdm2 ligase inh: -7.0; S1P4 agonist: -0.9
CCOc1c2ccc(C(=O)NCCCCc3ccccc3)cc2nn1C as listed: Ba/F3 V617F tox: 4.0; NPY-Y2 PAM-ag: -8.9; Wee1 degr inh: -1.6; PERK inhibitor: -1.0; S1P4 antag: 7.4; eIF4E 4G PPI: 10.3; BaF3 tox: 0.9; Mdm2 ligase inh: -12.6; S1P4 agonist: -1.0

Taken from above.
Under NPY-Y2 PAM-ag, CCOc1c2ccc(C(=O)NCCCCc3ccccc3)cc2nn1C shows -8.9
Under Mdm2 ligase inh, Cc1cc(C)n(-c2nc3ccccc3n3cnnc23)n1 shows -14.6
Under Mdm2 ligase inh, O=C(/C=C/N1CCOCC1)c1cc2ccccc2o1 shows -15.3
Under S1P4 antag, CC(=O)c1cc2c(cc1NS(=O)(=O)c1ccccc1C)OCO2 shows -4.7

The listing continues:
cpd	mol	Ba/F3 V617F tox	NPY-Y2 PAM-ag	Wee1 degr inh	PERK inhibitor	S1P4 antag	eIF4E 4G PPI	BaF3 tox	Mdm2 ligase inh	S1P4 agonist
33	COc1ccc(CCNC(=O)Cn2nnc(-c3ccccc3F)n2)cc1OC	-3.1	-17.3	-0.5	-1.2	-23.8	3.8	3.3	-10.5	-0.8
34	CCOC(=O)c1c(C(F)(F)C(F)(F)C(F)(F)C(F)(F)F)n[nH]c1C	1.7	-0.7	-1.3	-0.2	13.1	-0.7	3.8	-9.2	-0.8
35	CCCNC(=O)c1noc2c1CCc1cc(OC)ccc1-2	6.1	-14.6	10.3*	0.9	-5.2	-0.1	5.9	-25.7	-1.7
36	COC(=O)c1ccc(C2CC(=O)Nc3cc(OC)c(OC)c(OC)c32)cc1 (stereo not drawn)	-5.5	-16.6	1.5	0.0	-18.1	3.5	1.5	-13.4	-0.5
37	CCCc1c(O)c2ccccc2n(-c2ccccc2)c1=O	-1.1	-6.6	1.2	2.6	-21.8	-2.9	3.1	-17.6	2.3
38	O=C(N/N=C/c1cccc(O)c1)c1ccccc1O	-0.3	-9.3	-0.8	1.0	-5.3	-1.9	2.6	-43.9	1.9
39	COC(=O)c1ccc(OC(=O)c2ccco2)cc1	3.1	-18.8	-0.5	0.3	8.9	1.4	4.4	-15.9	0.9
40	CCc1nc(C)cn1S(=O)(=O)c1cc(C)c(OC)c(C)c1C	-1.7	3.2	0.9	-1.0	9.3	0.6	7.2	-23.9	0.5
41	O=c1cc(-c2cccc(Br)c2)nc(-c2ccccc2F)o1	-0.8	-1.0	-2.0	1.7	-5.5	2.1[fluorescence artefact?]	1.4	1.2	2.2
42	O=C(CSc1nnc(-c2ccco2)n1Cc1ccccc1)OC1CCCCC1	-3.5	-5.2	0.6	0.3	2.4	0.5	-0.2	-10.2	-0.4
43	COc1ccc(CC(=O)Nc2ccc(-c3cn4cccc(C)c4n3)cc2)cc1OC	3.8	-4.8	0.4	-2.4	-13.4	1.4	6.2	-4.6	-0.9
44	CNC(=O)CO/N=C/c1ccc(N(C)C)cc1	6.2	-10.9	-4.4	-0.1	-30.1	4.1	13.0	-56.8	-0.6
45	CCOC(=O)c1cnc(SCCN2CCOCC2)nc1N	-3.3	-7.0	-2.9	0.5	-10.7	1.8	3.7	1.2	1.3
46	O=C(COC(=O)CCc1ccccc1)Nc1ncc(Cl)cc1Cl	-2.2	-8.4	0.4	-0.1	-10.9	-0.7	3.5	-29.7	-3.0
47	Cc1ccc(C)c(S(=O)(=O)C(C#N)c2nc3ccccc3nc2N2CCOCC2)c1 (stereo not drawn)	-1.2	9.0	-0.7	0.7	-3.5	2.9	5.5	-13.7	0.9
48	O=C(CSc1nnnn1C1CCCCC1)Nc1ccc2c(c1)OCO2	1.6	-10.9	-0.3	-0.8	0.6	5.8[fluorescence artefact?]	2.3	-14.1	1.1
49	COc1ccccc1NC(=O)c1nn(-c2ccc(Cl)cc2)ccc1=O	-1.2	7.3	-0.4	-0.4	-16.4	-32.3	0.6	0.3	1.0
50	CCS(=O)(=O)N1CCC(C(=O)Nc2cc([N+](=O)[O-])ccc2C)CC1	2.4	-7.1	-1.3	0.6	-4.0	-0.4	-3.1	-15.4	-1.1
51	O=C(O)C1CCCN1c1ncnc2c1oc1ccccc12 (stereo not drawn)	-1.4	11.1	-2.5	-0.1	-0.9	-1.3	-1.2	-13.8	-0.3
52	CCOC(=O)c1[nH]c2ccccc2c1NC(=S)Nc1cc(C)ccc1C	-3.6	3.6	-2.4	1.6	-3.1	-1.2	3.0	.	-0.3
53	COc1cccc2c(=O)n(CC(=O)Nc3cccc(F)c3)ccc12	-2.7	-8.2	0.3	0.8	-5.1	-4.2[fluorescence artefact?]	6.9	-18.7	-1.7
54	COc1ccc(NC(=O)CN(C)C2CCCCC2)cc1Cl	-5.1	6.6	-0.7	0.1	11.8	-0.9	7.3	-14.7	1.1
55	O=C(CSc1nnc2ccccn12)NC(=O)Cc1ccccc1	4.9	-2.7	0.9	-0.2	0.6	1.6	7.9	-2.5	0.4
56	CCCc1ccc(-c2cc(C(=O)NC3=NCCS3)c3ccccc3n2)cc1	-1.2	0.3	6.8	0.6	-18.8	6.9	1.2	-12.1	2.0
57	O=C(/C=C/c1cccs1)c1ccc(NC(=O)c2cccc(Br)c2)cc1	0.2	-4.1	1.7	-0.2	-1.7	-14.3	8.0	-11.5	-2.8
58	CCCn1c(SCC(=O)Nc2nnc(CC)s2)nnc1-c1ccco1	-3.6	5.4	3.4	-0.1	-2.1	8.7	-0.1	0.7	-0.2
59	COc1ccc(C(=O)Nc2ccc(NC(=O)c3cnccn3)cn2)cc1	0.9	-9.0	-1.7	1.3	-14.5	-2.7	4.5	-28.1	-1.6

Source: PubChem BioAssay
